T cruzi HTS: inhibitors of intracellular Trypanosoma cruzi; 22,000 tested, 4.9% active; activity score (inhibition), % at 5.01 µM; intracellular Trypanosoma cruzi in host cells, plate reader; in the data active means activity score above about 55%;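 further: parasites and compound incubated about four days before reading; 0% = median of neutral control wells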
INS-1E rescue: INS-1E beta cell protection from cytokine death; INS-1E cytokine-induced death, ATP luminescence, 48 h; normalised: neutral wells 0, positive control 100; protection from cytokine-induced ATP loss, % at 10 µM; 20,000 tested, 0.1% active; AID 488910;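 active means mean replicate protection from cytokine-induced ATP loss at least 50% and at least 75% of replicates each reaching 50%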
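Assay system: INS-1E rat cells / Quantity: 8000 cells per well / Medium: RPMI without phenol red, 5% FBS / Probe or stimulus: three-cytokine cocktail (IFN-γ, TNF-α, IL-1β) / Dosing: one compound concentration, pin transfer / Timing: 48 h co-treatment, 10 min post-lysis read / Technique: CellTiter-Glo luminescence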
An asterisk follows results filed as active; x = not tested or not shown.

# | compound | T cruzi HTS | INS-1E rescue
1 | C[C@@H]1CCCCO[C@@H](CN(C)S(=O)(=O)c2cccs2)[C@@H](C)CN([C@H](C)CO)C(=O)c2cc(NC(=O)Cc3ccccc3)ccc2O1 | 1 | -2
2 | CNC[C@@H]1Oc2ccc(NC(=O)CCN3CCOCC3)cc2CC(=O)N([C@H](C)CO)C[C@@H]1C | -22 | 0
3 | Cc1noc(C)c1NC(=O)N(C)C[C@@H]1Oc2ccc(NC(=O)NC(C)C)cc2C(=O)N([C@@H](C)CO)C[C@@H]1C | -17 | 1
4 | C[C@H](CO)N1C[C@H](C)[C@H](CN(C)Cc2ccc3c(c2)OCO3)Oc2ccc(NS(C)(=O)=O)cc2CC1=O | -1 | 10
5 | C[C@@H]1CN([C@H](C)CO)C(=O)c2cc(N(C)C)ccc2O[C@H]1CN(C)Cc1ccc(Oc2ccccc2)cc1 | 20 | -34
6 | COc1ccc(S(=O)(=O)N(C)C[C@@H]2Oc3ccc(NS(=O)(=O)c4ccc(Cl)cc4)cc3C(=O)N([C@H](C)CO)C[C@H]2C)cc1 | 6 | x
7 | CC(C)NC(=O)N(C)C[C@H]1Oc2ccc(NC(=O)C3CCCCC3)cc2CC(=O)N([C@@H](C)CO)C[C@H]1C | -24 | 10
8 | C[C@@H]1CCCCO[C@H](CN(C)S(=O)(=O)c2cn(C)cn2)[C@@H](C)CN([C@H](C)CO)C(=O)c2cc(NC(=O)c3ccccc3)ccc2O1 | -19 | 1
9 | Cc1ccc(S(=O)(=O)N(C)C[C@H]2Oc3ccc(NC(=O)Nc4ccc(C(F)(F)F)cc4)cc3C(=O)N([C@@H](C)CO)C[C@H]2C)cc1 | 64* | -36
10 | C[C@@H]1CN([C@H](C)CO)C(=O)c2cc(NS(=O)(=O)c3cn(C)cn3)ccc2O[C@H]1CN(C)S(=O)(=O)c1cn(C)cn1 | 0 | -3
11 | C[C@@H]1CN([C@H](C)CO)C(=O)c2cc(NC(=O)CCN3CCOCC3)ccc2O[C@@H]1CN(C)Cc1ccncc1 | -9 | 11
12 | CC(C)NC(=O)Nc1ccc2c(c1)C(=O)N([C@@H](C)CO)C[C@@H](C)[C@H](CN(C)Cc1ccc(-c3ccccc3)cc1)O2 | -10 | -9
13 | Cc1ccc(S(=O)(=O)N(C)C[C@H]2Oc3ccc(NC(=O)c4ccncc4)cc3C(=O)N([C@@H](C)CO)C[C@@H]2C)cc1 | 2 | -2
14 | COc1ccccc1CN(C)C[C@H]1OCc2cn(nn2)CCCC(=O)N([C@H](C)CO)C[C@H]1C | -21 | x
15 | C[C@H]1CN([C@@H](C)CO)C(=O)CCCn2nncc2CO[C@H]1CN(C)S(C)(=O)=O | -5 | x
16 | C[C@@H]1CN([C@@H](C)CO)C(=O)c2cc(NC(=O)Nc3ccc(C(F)(F)F)cc3)ccc2O[C@@H]1CN(C)Cc1ccc(Cl)c(Cl)c1 | 75* | -46
17 | C[C@@H]1CN([C@H](C)CO)C(=O)c2cc(NC(=O)C3CCCCC3)ccc2O[C@@H]1CN(C)C(=O)Nc1ccc(F)cc1 | 2 | 1
18 | C[C@@H]1CN([C@@H](C)CO)C(=O)c2cccc(N(C)C)c2O[C@@H]1CN(C)Cc1ccc(Cl)c(Cl)c1 | 10 | -5
19 | COc1ccc(S(=O)(=O)Nc2ccc3c(c2)CC(=O)N([C@H](C)CO)C[C@@H](C)[C@H](CN(C)S(=O)(=O)c2ccccc2)O3)cc1 | 1 | 6
20 | C[C@@H]1CCCCO[C@H](CN(C)Cc2ccc(C(F)(F)F)cc2)[C@@H](C)CN([C@H](C)CO)C(=O)c2cc(NC(=O)Nc3cccc4ccccc34)ccc2O1 | 74* | -4
21 | C[C@H]1CN([C@@H](C)CO)C(=O)c2cccc(NS(=O)(=O)c3ccc(Cl)cc3)c2O[C@H]1CN(C)C(=O)Nc1ccc(C(F)(F)F)cc1 | -11 | -44
22 | C[C@@H]1CN([C@@H](C)CO)C(=O)c2cc(NS(=O)(=O)c3cccs3)ccc2O[C@@H]1CN(C)C(=O)Nc1ccccc1 | -7 | 1
23 | C[C@H](CO)N1C[C@H](C)[C@H](CN(C)C(=O)Nc2ccc(C(F)(F)F)cc2)Oc2ccc(NC(=O)Nc3ccc(C(F)(F)F)cc3)cc2C1=O | 74* | -20
24 | C[C@@H]1CN([C@@H](C)CO)C(=O)c2cccc(NC(=O)CCCCCC(=O)Nc3ccccc3N)c2O[C@H]1CN(C)Cc1ccc2c(c1)OCO2 | 59* | 25
25 | Cc1noc(C)c1NC(=O)Nc1ccc2c(c1)C(=O)N([C@H](C)CO)C[C@H](C)[C@H](CN(C)Cc1ccncc1)O2 | -16 | 6
26 | C[C@@H]1CN([C@H](C)CO)C(=O)Cc2cc(NC(=O)Cc3cn(C)c4ccccc34)ccc2O[C@H]1CN(C)Cc1ccc(C(=O)Nc2ccccc2N)cc1 | 50 | -13
27 | C[C@H](CO)N1C[C@H](C)[C@H](CN(C)S(=O)(=O)c2cn(C)cn2)Oc2ccc(NC(=O)CCCCCC(=O)Nc3ccccc3N)cc2CC1=O | -55 | -6
28 | O=C(NO)c1ccc(C(=O)N/N=C/c2ccc3ccccc3c2O)cc1 | 14 | -62
29 | C[C@@H]1CN([C@@H](C)CO)C(=O)c2cccc(NC(=O)Nc3ccc4c(c3)OCO4)c2O[C@@H]1CN(C)S(=O)(=O)c1cn(C)cn1 | -21 | 2
30 | CNC[C@H]1Oc2ccc(NC(=O)Nc3cccc4ccccc34)cc2CC(=O)N([C@@H](C)CO)C[C@@H]1C | -13 | 2

Shown with each value named: four of the compounds above.
(2) CNC[C@@H]1Oc2ccc(NC(=O)CCN3CCOCC3)cc2CC(=O)N([C@H](C)CO)C[C@@H]1C
  T cruzi HTS: -22; INS-1E rescue: 0

(28) O=C(NO)c1ccc(C(=O)N/N=C/c2ccc3ccccc3c2O)cc1
  T cruzi HTS: 14; INS-1E rescue: -62

(24) C[C@@H]1CN([C@@H](C)CO)C(=O)c2cccc(NC(=O)CCCCCC(=O)Nc3ccccc3N)c2O[C@H]1CN(C)Cc1ccc2c(c1)OCO2
  T cruzi HTS: 59*; INS-1E rescue: 25

(14) COc1ccccc1CN(C)C[C@H]1OCc2cn(nn2)CCCC(=O)N([C@H](C)CO)C[C@H]1C
  T cruzi HTS: -21; INS-1E rescue: x

Next entries follow:
# | compound | T cruzi HTS | INS-1E rescue
31 | COc1ccc(S(=O)(=O)Nc2ccc3c(c2)CC(=O)N([C@H](C)CO)C[C@@H](C)[C@@H](CN(C)Cc2ccc4c(c2)OCO4)O3)cc1 | 50 | -2
32 | Cc1ccccc1S(=O)(=O)N(C)C[C@H]1OCc2cn(nn2)CCCC(=O)N([C@H](C)CO)C[C@@H]1C | -26 | x
33 | Cc1noc(C)c1NC(=O)N(C)C[C@H]1Oc2ccc(NC(=O)CCCN(C)C)cc2C(=O)N([C@H](C)CO)C[C@H]1C | 4 | 4
34 | C[C@H]1CN([C@@H](C)CO)C(=O)Cc2cc(NC(=O)Nc3ccc(C(F)(F)F)cc3)ccc2O[C@@H]1CN(C)C(=O)Nc1ccc2c(c1)OCO2 | -5 | -7
35 | C[C@H]1CN([C@@H](C)CO)C(=O)c2cccc(NS(=O)(=O)c3cn(C)cn3)c2O[C@H]1CN(C)S(=O)(=O)c1cccs1 | -17 | 3
36 | COc1ccc(NC(=O)N(C)C[C@@H]2Oc3c(NC(=O)c4nc5ccccc5s4)cccc3C(=O)N([C@@H](C)CO)C[C@H]2C)cc1 | 4 | -1
37 | CC(C)NC(=O)N(C)C[C@H]1Oc2ccc(NC(=O)Nc3ccc(F)cc3)cc2CC(=O)N([C@H](C)CO)C[C@H]1C | -37 | 9
38 | C[C@@H]1CN([C@H](C)CO)C(=O)Cc2cc(NC(=O)Cn3cnnn3)ccc2O[C@@H]1CN(C)CC1CCCCC1 | -6 | 1
39 | COc1ccc(NC(=O)N(C)C[C@H]2Oc3ccc(NS(=O)(=O)c4cccs4)cc3CC(=O)N([C@@H](C)CO)C[C@H]2C)cc1 | -14 | 1
40 | C[C@@H]1CN([C@H](C)CO)C(=O)Cc2cc(NS(=O)(=O)c3ccc(Cl)cc3)ccc2O[C@@H]1CN(C)Cc1ccc(Oc2ccccc2)cc1 | 61* | -27
41 | C[C@H](CO)N1C[C@H](C)[C@H](CN(C)S(C)(=O)=O)Oc2ncc(C#Cc3ccccc3)cc2C1=O | -24 | x
42 | Cc1ccc(S(=O)(=O)Nc2ccc3c(c2)C(=O)N([C@@H](C)CO)C[C@@H](C)[C@@H](CN(C)C(=O)Nc2cccc4ccccc24)O3)cc1 | -12 | 5
43 | C[C@@H]1CN([C@H](C)CO)C(=O)c2cccc(NC(=O)C3CC3)c2O[C@@H]1CN(C)S(=O)(=O)c1ccc(F)cc1 | 12 | -2
44 | CNC[C@@H]1OCCCC[C@@H](C)Oc2ccc(NS(=O)(=O)c3ccccc3)cc2C(=O)N([C@H](C)CO)C[C@@H]1C | -20 | -10
45 | Cc1ccc(S(=O)(=O)Nc2ccc3c(c2)C(=O)N([C@H](C)CO)C[C@@H](C)[C@H](CN(C)S(=O)(=O)c2cccs2)O3)cc1 | -3 | x
46 | COc1cc(/C=C/C=N/NC(=O)c2ccc(C(=O)NO)cc2)ccc1O | -9 | -4
47 | C[C@H](CO)N1C[C@H](C)[C@H](CN(C)Cc2ccc(C(=O)O)cc2)Oc2c(NC(=O)C3CCCCC3)cccc2C1=O | -19 | 15
48 | Cc1ccc(S(=O)(=O)N(C)C[C@H]2Oc3ccc(NS(=O)(=O)c4cccs4)cc3C(=O)N([C@H](C)CO)C[C@@H]2C)cc1 | 4 | -4
49 | C[C@H]1CN([C@@H](C)CO)C(=O)Cc2cc(NS(=O)(=O)c3cn(C)cn3)ccc2O[C@@H]1CN(C)C | -22 | 2
50 | C[C@@H]1CN([C@@H](C)CO)C(=O)CCCn2cc(nn2)CO[C@H]1CN(C)C(=O)Nc1ccc2c(c1)OCCO2 | -10 | 9
51 | C[C@H](CO)N1C[C@H](C)[C@H](CN(C)Cc2ccc3c(c2)OCO3)Oc2ccc(NC(=O)Cn3cnnn3)cc2CC1=O | -8 | -6
52 | C[C@H]1CN([C@@H](C)CO)C(=O)c2cc(NS(=O)(=O)c3cccs3)ccc2O[C@@H]1CN(C)S(=O)(=O)c1ccccc1 | 3 | -5
53 | C[C@@H]1CN([C@H](C)CO)C(=O)c2cc(NC(=O)Cc3cn(C)c4ccccc34)ccc2O[C@H]1CN(C)C(=O)NC1CCCCC1 | -7 | 0
54 | C[C@@H]1CN([C@H](C)CO)C(=O)c2cc(NC(=O)CCC(F)(F)F)ccc2O[C@@H]1CN(C)C(=O)Nc1ccccc1 | 10 | 1
55 | CNC[C@H]1Oc2ccc(NC(=O)Nc3ccc4c(c3)OCO4)cc2CC(=O)N([C@@H](C)CO)C[C@@H]1C | -16 | 1
56 | CNC[C@@H]1Oc2c(NC(=O)C3CC3)cccc2C(=O)N([C@@H](C)CO)C[C@@H]1C | -18 | 5
57 | C[C@H]1CN([C@@H](C)CO)C(=O)c2cc(NC(=O)CCCN(C)C)ccc2O[C@H]1CN(C)Cc1ccc(Oc2ccccc2)cc1 | -9 | -2
58 | C[C@@H]1CN([C@@H](C)CO)C(=O)c2cccc(NC(=O)Nc3ccccc3)c2O[C@H]1CN(C)Cc1ccc(C(=O)O)cc1 | -19 | 10
59 | C[C@@H]1CN([C@H](C)CO)C(=O)Cc2cc(NS(=O)(=O)c3ccccc3)ccc2O[C@@H]1CN(C)Cc1ccc(C(=O)O)cc1 | -18 | -3
60 | C[C@H](CO)N1C[C@H](C)[C@H](CN(C)C(=O)Nc2ccc(C(F)(F)F)cc2)Oc2c(NC(=O)c3cnccn3)cccc2C1=O | 6 | 5

(continued)
# | compound | T cruzi HTS | INS-1E rescue
61 | C[C@H]1CN([C@@H](C)CO)C(=O)Cc2cc(NC(=O)Nc3ccc(C(F)(F)F)cc3)ccc2O[C@@H]1CN(C)CC1CCCCC1 | 63* | -42
62 | CC(C)NC(=O)N(C)C[C@H]1OCCCC[C@@H](C)Oc2ccc(NC(=O)C3CCCCC3)cc2C(=O)N([C@H](C)CO)C[C@@H]1C | 14 | 9
63 | C[C@H](CO)N1C[C@H](C)[C@H](CN(C)Cc2ccccc2)Oc2c(NC(=O)Nc3cccc4ccccc34)cccc2C1=O | 25 | -27
64 | COc1ccc(NC(=O)Nc2ccc3c(c2)C(=O)N([C@H](C)CO)C[C@H](C)[C@H](CN(C)Cc2ccccc2)OCCCC[C@@H](C)O3)cc1 | 29 | -8
65 | CC(C)NC(=O)N(C)C[C@H]1Oc2c(NC(=O)C3CCOCC3)cccc2C(=O)N([C@@H](C)CO)C[C@@H]1C | -20 | 3
66 | COc1ccc(NC(=O)N(C)C[C@@H]2Oc3c(NC(=O)NC(C)C)cccc3C(=O)N([C@@H](C)CO)C[C@@H]2C)cc1 | -20 | 8
67 | COc1ccc(NC(=O)N(C)C[C@H]2Oc3ccc(NC(=O)Cc4cn(C)c5ccccc45)cc3CC(=O)N([C@H](C)CO)C[C@H]2C)cc1 | -2 | 6
68 | C[C@H]1CN([C@@H](C)CO)C(=O)c2cc(NS(=O)(=O)c3cccs3)ccc2O[C@H]1CN(C)C(=O)Nc1ccc(C(F)(F)F)cc1 | -13 | x
69 | Cc1ccc(S(=O)(=O)N(C)C[C@H]2Oc3ccc(NC(=O)C4CC4)cc3CC(=O)N([C@@H](C)CO)C[C@H]2C)cc1 | -8 | 18
70 | Cc1noc(C)c1S(=O)(=O)Nc1ccc2c(c1)C(=O)N([C@H](C)CO)C[C@H](C)[C@H](CN(C)Cc1ccc(-c3ccccc3)cc1)O2 | 65* | -17
71 | COc1ccc(-c2cnc3c(c2)C(=O)N([C@H](C)CO)C[C@H](C)[C@H](CN(C)Cc2ccc(F)cc2)O3)cc1 | 19 | x

Compound activity from PubChem BioAssay.

Rows are unselected; any-hit rate near 5.3%.
